Compound activity: PubChem, several laboratories
Rv3671c protease: Rv3671c serine protease inhibitors, primary screen, biochemical, fluorescence polarization, M. tuberculosis H37Rv | inhibition, % at 5.96 µM | P9WHR9 | 320,000 tested, 0.048% active; in the data active = inhibition above about 38%;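 also: extracellular domain of Rv3671c used as enzyme; 0% = enzyme with DMSO and 100% = no enzyme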
Target sequence (P9WHR9 whole entry, looked up, the tested form may be a part): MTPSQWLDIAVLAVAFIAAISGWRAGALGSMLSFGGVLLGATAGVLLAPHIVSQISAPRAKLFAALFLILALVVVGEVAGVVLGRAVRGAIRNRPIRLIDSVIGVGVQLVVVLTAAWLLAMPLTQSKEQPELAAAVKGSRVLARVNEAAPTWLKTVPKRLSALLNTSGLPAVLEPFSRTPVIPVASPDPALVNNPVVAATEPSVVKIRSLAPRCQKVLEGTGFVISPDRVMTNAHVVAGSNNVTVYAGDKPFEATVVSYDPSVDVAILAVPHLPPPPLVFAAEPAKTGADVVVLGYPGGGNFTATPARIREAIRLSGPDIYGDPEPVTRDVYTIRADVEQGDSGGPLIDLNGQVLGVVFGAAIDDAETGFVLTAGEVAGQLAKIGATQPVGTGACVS
BoNT F protease: BoNT/F light chain protease inhibitors, primary screen, biochemical, flow cytometry, MLPCN library | Multiplex microsphere protease cleavage assay | inhibition, % at 10 µM | 360,000 tested, 0.22% active | AID 588497, 2011; in the data active = inhibition above about 35%, passing the limit was not always enough; inconclusive = no clear call, values can overlap the other calls; also: plate controls were buffer without enzyme for full effect and enzyme alone for no effect
Mtb UGM inh: M. tuberculosis UGM enzyme inhibitors, primary screen, biochemical, fluorescence polarization, single point | UDP-galactopyranose mutase (Mycobacterium tuberculosis (strain ATCC 25618 / H37Rv)), … | purified UGM, fluorescence polarization probe displacement | inhibition, % at 10 µM | 320,000 tested, 0.06% active; in the data active = inhibition above about 10%, passing the limit was not always enough; inconclusive = no clear call, values can overlap the other calls
BioA inh: M. tuberculosis BioA enzyme inhibitors, primary screen, biochemical, plate reader, single point, HTS; 7,8-diaminopelargonic acid synthase BioA (Mycobacterium tuberculosis); purified M. tuberculosis BioA enzyme; inhibition, % at 9.99 µM; 360,000 tested, 0.096% active; AID 602481, 2012; in the data active = inhibition above about 40%; inconclusive = no clear call, values can overlap the other calls
MazF activator: activators of E. coli MazEF toxin-antitoxin RNase, primary screen, biochemical, fluorescence, uHTS. Endoribonuclease toxin MazF (Escherichia coli (strain K12)), P0AE70. FAM/BHQ RNA-DNA oligo cleavage fluorescence, 5 h. activation, % at 20 µM. 350,000 tested, 0.32% active. AID 504720, 2011; in the data active = activation above about 50%
Target sequence (P0AE70 whole entry, looked up): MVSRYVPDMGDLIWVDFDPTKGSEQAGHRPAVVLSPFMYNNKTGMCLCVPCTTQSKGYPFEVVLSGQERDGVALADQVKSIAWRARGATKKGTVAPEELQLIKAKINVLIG
Mtb FBA inh: Mtb FBA enzyme inhibitors, primary screen, biochemical, fluorescence, strain H37Rv; purified M. tuberculosis FBA, fluorescence read-out; 360,000 tested, 2.3% active; inhibition, % at 1 µM; Fructose-bisphosphate aldolase (Mycobacterium tuberculosis (strain ATCC 25618 / H37Rv)), …; in the data active = inhibition above about 27%;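 also: 0% = vehicle and 100% = reference inhibitor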
Target sequence (P9WQA3 whole entry, looked up): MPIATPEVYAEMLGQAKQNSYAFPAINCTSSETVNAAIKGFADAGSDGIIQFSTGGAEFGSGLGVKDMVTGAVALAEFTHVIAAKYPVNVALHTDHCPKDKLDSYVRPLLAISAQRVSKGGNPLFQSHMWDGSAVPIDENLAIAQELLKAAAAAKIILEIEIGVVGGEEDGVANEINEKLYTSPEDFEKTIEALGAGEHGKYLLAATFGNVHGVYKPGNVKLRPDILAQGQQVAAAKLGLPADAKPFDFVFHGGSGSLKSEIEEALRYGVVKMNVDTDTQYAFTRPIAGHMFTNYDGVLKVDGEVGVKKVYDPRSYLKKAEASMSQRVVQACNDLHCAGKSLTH
FadD28 binding: inhibitors of FadD28 bisubstrate probe binding, primary screen, biochemical, fluorescence polarization, single point; inhibition, % at 12.5 µM; 360,000 tested, 0.22% active; AID 588549, 2011; in the data active = inhibition above about 8.5%, passing the limit was not always enough; inconclusive = no clear call, values can overlap the other calls
PrPC surface inh: inhibitors of human cell surface prion protein PrPC, primary screen, cell-based, TR-FRET | inhibition, % at 13.8 µM | 370,000 tested, 0.43% active | AID 720596, 2013 | Major prion protein (Homo sapiens), P04156 | TR-FRET read-out; in the data active = inhibition above about 24%; also: 0% = median of the test wells and 100% = reference compound wells
GDH-TPI inh: GDH-TPI coupling enzyme inhibitors, primary screen, artefact control for M. tuberculosis FBA inhibitor project, biochemical, absorbance, full deck. inhibition, % at 4.8 µM. AID 588335, 2011. 360,000 tested, 1.2% active. GDH-TPI coupled enzyme counterscreen, NADH absorbance; in the data active = inhibition above about 30%;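 also: 0% = DMSO wells and 100% = wells lacking the enzyme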
An asterisk follows results filed as active; ? = inconclusive; / = no result given.

SMILES	Rv3671c protease	BoNT F protease	Mtb UGM inh	BioA inh	MazF activator	Mtb FBA inh	FadD28 binding	PrPC surface inh	GDH-TPI inh
COC(=O)C1=C(C)N=C2SC(C)C(=O)N2C1c1ccc(C(=O)OC)cc1 (stereo not given)	-5	-6	0.6	-0.6	-2	1	-2.1	5	5
O=C(O)CCN1C(=O)C2C3c4ccccc4C(c4ccccc43)C2C1=O (stereo not given)	-7	0	1.9	/	-1	3	0.1	4	0
O=C(Nc1ccc(C(=O)O)cc1)/C(=C/c1cccc(Br)c1)NC(=O)c1ccco1	-3	-1	0.1	-0.9	-2	-1	0.2	0	9
CCCCc1nc2n[nH]c(N)c2c2c1CCC2	9	1	1.4	-1.7	5	2	0.1	3	18
COCc1cc(=O)[nH]c(/N=C(\N)Nc2ccc(C)cc2)n1	3	-5	0.1	27	1	-4	-4.1	3	-9
O=C(OCC(=O)N1CCCCC1)c1ccccc1SCC(=O)N1CCCCC1	6	2	2.3	-1.6	0	-1	-4.4	9	-10
O=C(O)CNS(=O)(=O)c1ccc2c(c1)CCCC2	-2	-15	1.2	-0.5	9	1	0.4	6	1
OCCNCC1(O)C2CC3CC(C2)CC1C3 (stereo not given)	-15	-15	-2.4	/	7	-4	-0.6	-1	9
Cc1c(C#N)c(N=CN(C)C)c(C(=O)c2ccc(Br)cc2)n1-c1ccccc1	-1	-4	1.6	/	-9	1	-3.5	8	19
Cn1c(C(=O)OCC(=O)NCCc2ccccc2)cc2sccc21	-8	-6	3.7	0.0	3	-1	-1.1	6	11
COC(=O)Oc1ccc(/C=N/NC(=O)CN(c2ccccc2Cl)S(C)(=O)=O)cc1OC	-12	16	-0.5	2.4	-4	-1	-1.5	-1	13
Cc1cc(C)c(OCCNC(=O)c2ccccc2Sc2ccccc2C#N)c(C)c1	-7	-5	-3.7	/	-13	-2	-5.3	8	-10
O=[N+]([O-])c1nn(-c2ccc3c(c2)OCCO3)n(O)c1=Nc1ccc(Cl)cc1	7	-7	3.2	-1.1	5	-2	-3.3	-13	15
C=CCNCC(=O)Nc1sc2c(c1C(=O)Nc1ccc(OC)cc1OC)CCC2	1	-8	0.8	/	-9	4	-2.6	4	5
N#CCc1c(C#N)c(N)nc(N2CCN(Cc3ccc4c(c3)OCO4)CC2)c1C#N	-9	1	-2.3	1.1	7	4	-4.3	-2	27
COc1cc(C=O)ccc1OC(=O)c1cccnc1	0	9	-1.8	-0.7	4	-1	-1.1	0	11
Cn1c(=O)c(C(=O)NNC(=O)c2cccc(Cl)c2)c(O)c2ccccc21	-6	9	-0.1	-1.8	5	-1	-0.2	5	9
CC(OC(=O)COc1ccccc1Cc1ccccc1)C(=O)N(C)c1ccccc1 (stereo not given)	0	-10	1.2	-1.6	-1	1	-4.8	3	-1
COc1ccccc1NS(=O)(=O)c1cccc(C(=O)N/N=C/c2ccc(OCC(=O)O)cc2)c1	-3	-5	1.0	/	8	1	-4.4	-6	9
O=C(Nc1ccon1)c1sc2ccccc2c1Cl	-19	3	-1.9	-0.8	2	9	0.3	0	5
CCOc1ccccc1-c1noc(CCCC(=O)NC2CCCCC2)n1	10	-1	-0.3	-0.9	1	0	2.2	-6	-1
O=C(Cc1cccc2ccccc12)Nc1ccccc1	5	-3	-0.9	/	6	4	0.8	-4	-3
CC(C)CN(C(=O)c1ccco1)c1nc2ccccc2s1	-7	25	-2.1	/	-4	1	-2.0	-1	2
COc1cccc(C2/C(=C(/O)c3ccccc3)C(=O)C(=O)N2Cc2ccco2)c1 (stereo not given)	-1	/	1.1	-0.5	-3	3	-1.2	2	4
CCc1nc2c(OCCOc3ccccc3)cccn2c1N(C)C(=O)c1ccc(OC)cc1	/	3	/	3.7	/	1	-2.7	4	0
COc1ccc(Cn2c(C)nc3c(c2=O)c2nc4ccccc4nc2n3Cc2ccco2)cc1	/	11	/	-2.4	-18	2	-5.5	6	22
CCOCCCNC(=O)c1c(N)n(-c2ccc(S(N)(=O)=O)cc2)c2nc3ccccc3nc12	-8	1	-1.2	-1.1	6	33*	-1.8	-3	6
CN(Cc1ccccc1)S(=O)(=O)c1ccc2c(c1)NC(=O)CC(=O)N2	1	-1	0.2	6.6	1	2	-2.6	3	-1
COc1cc(/C=C/C(=O)OCC(=O)NCC2CCCCC2)ccc1O	3	-1	-5.9	1.2	6	3	-4.2	-4	14
C=CCn1c(O)c(C2=c3ccccc3=NC2=O)sc1=Nc1ccc(O)cc1	7	-3	0.2	0.1	17	-6	-7.3	-6	-7
Cc1nc(N2CCC(C)CC2)c2c(C)c(C(=O)Nc3ccc(C(F)(F)F)cc3)sc2n1	-24	-3	0.9	/	6	34*	-2.0	0	13
COc1cc(CC(=O)Oc2ccc3c(c2)OCO3)cc(OC)c1OC	0	8	1.5	0.4	3	-2	0.7	-2	4
O=C(O)/C=C/C(=O)NCc1ccccn1	1	-1	0.2	/	4	3	-2.2	0	3
CN(C)/C(CN1CCCCC1)=C1\N=C(c2ccccc2)OC1=O	4	3	-2.3	1.4	-23	-2	-4.6	/	11
N#CCNC(=O)c1cccn1-c1ncc(C(F)(F)F)cc1Cl	-11	-5	-1.6	/	13	-1	-2.5	-2	-10
COC(=O)c1ccc(NC(=O)c2ccc(NC(=O)c3ccco3)cc2)cc1	-35	3	0.2	-2.2	-133	-3	-4.6	-10	-1
Cc1ccc(N)cc1CN1CCCC1=O	-5	-6	-3.2	2.8	-2	-1	-1.2	-3	-2
CCOC(=O)CC(=O)CSc1nc(-c2ccc3c(c2)OCO3)cc(C(F)(F)F)c1C#N	-10	13	1.2	-1.7	-271	5	-2.6	/	0
O=C(c1ccc(=O)[nH]c1)N(c1ccccc1)C(CCc1ccccc1)c1nc2ccccc2[nH]1 (stereo not given)	/	-2	/	-1.3	/	0	-5.7	-3	/
N/C(=N\NC(=O)Nc1ccc(Cl)cc1)c1ccccn1	-4	?	2.4	-0.7	-2	1	-4.0	9	1
C=CCN1C(=O)C(CCCC)NC1=S (stereo not given)	8	-8	0.4	-0.8	0	-1	-1.3	1	0
COc1ccc(Cc2noc(CN3CCN(Cc4csc(C)n4)CC3)n2)cc1OC	4	-5	0.6	/	14	0	0.3	6	-7
S=c1[nH]c2ccccc2n2c(=S)[nH]nc12	-4	16	2.3	0.3	-3	-3	0.3	30*	21
Clc1ccc(OC2CCN(Cc3nc(CC4CC4)no3)CC2)cc1	-5	0	0.8	0.5	13	1	-0.6	1	0
O=C(NCCCCc1ccccc1)c1cccc([N+](=O)[O-])c1	-4	-3	0.4	/	5	1	0.3	-5	-2
COc1cc(CNc2ccc3[nH]c(=O)[nH]c3c2)ccc1OCc1ccccc1Cl	6	-8	-0.2	-1.6	5	8	-9.8	-3	6
Cc1ccc(S(=O)(=O)N2CCC(=O)N(C(COCc3cccc(C(F)(F)F)c3)C(C)C)CC2)cc1 (stereo not given)	-13	1	1.2	-0.4	9	-1	-2.5	/	-3
O=C(Nc1ccc(Br)cn1)c1cccc(-c2cc3ccccc3oc2=O)c1	-35	2	-0.6	-2.5	21	12	-0.7	-6	9
CCN1CC(CN(C)Cc2cn(-c3cccc(C)c3)nc2-c2cccc(F)c2)CC1=O (stereo not given)	1	-8	-2.0	0.3	0	-8	-4.0	2	-3
Cc1ccc(NC(=O)CSc2nnc3ccccn23)cc1S(=O)(=O)N1CCOCC1	0	1	0.8	/	5	2	-2.6	-1	-4
Cn1c(SCc2ccccc2)nnc1-c1ccco1	-7	-5	-5.1	/	0	-1	-0.3	1	2
O=C(NCCN1C(=O)C2C3C=CC(C3)C2C1=O)NCc1ccccc1 (stereo not given)	4	-3	-0.5	-2.3	12	-2	-3.2	1	2
Cc1ccc(NC(=O)c2cc([N+](=O)[O-])ccc2N2CCCC2)cc1	6	-3	-0.5	/	1	-12	-7.6	-3	2
Cc1cccc(OCc2nnc(SCC(=O)N3CCCC3)o2)c1	-9	1	2.2	-1.6	4	2	-2.4	1	-4
C=CCC1NS(=O)(=O)OCC1NC(=O)OCC(Cl)(Cl)Cl (stereo not given)	-9	1	3.6	-1.5	9	2	-1.0	4	3
COc1ccc2oc(=O)c(C(=O)C[n+]3cccc(C)c3)cc2c1	9	-2	0.9	/	-5	-1	-2.9	-2	-10
O=C(c1ccc2ccccc2c1)c1c[nH]cc1-c1ccccc1	-14	15	1.2	-7.7	19	-2	0.4	-5	7
Cc1ccc(S(=O)(=O)N2Cc3ccccc3CC2C(=O)Nc2ccc3c(c2)OCO3)cc1 (stereo not given)	1	-3	-0.3	0.2	-2	3	-3.9	-6	1
COc1cccc(C(=O)N[C@@H](C)C(=O)N2CCC3(CC2)NCCc2[nH]cnc23)c1	0	-5	1.6	1.4	0	-1	2.0	3	-4
COCCN1C(=O)c2cc(C(=O)Nc3ccc(C)c(F)c3)ccc2C1Nc1ccc(C)c(F)c1 (stereo not given)	3	-5	1.5	-0.4	-5	-1	-2.7	-1	-3
Later entries.
SMILES	Rv3671c protease	BoNT F protease	Mtb UGM inh	BioA inh	MazF activator	Mtb FBA inh	FadD28 binding	PrPC surface inh	GDH-TPI inh
O=C(COc1ccc(S(=O)(=O)Nc2ccccc2)cc1)NCc1ccncc1	-3	1	-1.2	/	-2	0	-2.4	-7	2
CC(C)C(NC(=O)c1ccccc1)c1nnc(SCC(=O)NC2CCCC2)n1C (stereo not given)	10	-1	0.9	/	3	-1	0.3	-8	5
Cc1cnc(NCCc2ccccc2)s1	/	-4	2.5	-1.2	2	2	-0.9	5	-2
CN(Cc1ccco1)C(=O)c1ccc(CNS(=O)(=O)c2ccc3c(c2)C(C)(C)C(=O)N3C)cc1	4	-3	1.0	2.1	22	4	-1.3	3	-1
CCOc1cc(/C=N/NC(N)=O)cc(Br)c1OCC(=O)Nc1cccc2ccccc12	-5	-9	1.8	-0.5	0	0	-1.5	4	14
Cc1nn(Cc2ccccc2)c(C)c1/C=N/NC(=O)CNc1cccc(C(F)(F)F)c1	2	0	0.4	/	0	-5	-4.3	11	6
c1ccc(-c2nc(NCc3ccco3)c3ccccc3n2)nc1	1	-47	0.8	1.0	-7	6	-2.0	-3	16
COc1ccc(S(=O)(=O)N(CC(=O)NC(C)C)Cc2ccccc2)cc1	0	6	1.8	0.2	-1	-1	-1.2	1	0
CC1(c2ccccc2)NC(=O)N(CCN2C(=O)c3ccccc3C2=O)C1=O (stereo not given)	1	4	-1.4	-0.7	5	-5	-3.7	-5	-12
CCCCCCc1cc2cc(C(=O)NC)c(=N)oc2cc1O	8	-17	0.7	-5.5	-812	18	2.3	0	1
CCn1ncc([N+](=O)[O-])c1C(=O)Nc1c(C)cccc1C	/	-6	-1.2	-1.7	8	0	-2.1	-11	10
COC(=O)c1[nH]c2cccc(OC)c2c1NC(=O)C(C)N1CCC(C)CC1 (stereo not given)	-2	/	-1.1	/	-1	/	/	-3	/

5 records picked at random from those above:
SMILES	Rv3671c protease	BoNT F protease	Mtb UGM inh	BioA inh	MazF activator	Mtb FBA inh	FadD28 binding	PrPC surface inh	GDH-TPI inh
CC1(c2ccccc2)NC(=O)N(CCN2C(=O)c3ccccc3C2=O)C1=O (stereo not given)	1	4	-1.4	-0.7	5	-5	-3.7	-5	-12
CN(Cc1ccco1)C(=O)c1ccc(CNS(=O)(=O)c2ccc3c(c2)C(C)(C)C(=O)N3C)cc1	4	-3	1.0	2.1	22	4	-1.3	3	-1
O=C(COc1ccc(S(=O)(=O)Nc2ccccc2)cc1)NCc1ccncc1	-3	1	-1.2	/	-2	0	-2.4	-7	2
CCOc1cc(/C=N/NC(N)=O)cc(Br)c1OCC(=O)Nc1cccc2ccccc12	-5	-9	1.8	-0.5	0	0	-1.5	4	14
Cc1nn(Cc2ccccc2)c(C)c1/C=N/NC(=O)CNc1cccc(C(F)(F)F)c1	2	0	0.4	/	0	-5	-4.3	11	6
